# Assay outcomes from PubChem BioAssay.
# 3CLpro inhibitor = SARS-CoV 3CLpro protease inhibitors, primary screen, biochemical, quenched FRET | hit rate 0.14% among 290,000 | recombinant SARS-CoV 3CLpro, quenched FRET peptide cleavage | AID 1706, 2009 | inhibition, % at 6 µM; in the data active = inhibition above about 12%
# SSB-PriA inh = inhibitors of Klebsiella pneumoniae PriA binding to SSB C-terminal tail, primary screen, biochemical, AlphaScreen; AlphaScreen SSBct-PriA binding, biotinylated peptide; inhibition, % at 33 µM; hit rate 0.6% among 430,000; in the data active = inhibition mostly above about 37%, no sharp cut-off; inactive = mostly below about 20%;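 note: plate controls were negative control peptide for no effect and reference peptide for full effect; strong numbers were not always called active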
# Rv3671c inh = Rv3671c serine protease inhibitors, primary screen, biochemical, fluorescence polarization, M. tuberculosis H37Rv. P9WHR9. inhibition, % at 5.96 µM. hit rate 0.048% among 320,000. AID 2606, 2010; in the data active = inhibition above about 38%;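 note: extracellular domain of Rv3671c used as enzyme; 0% = enzyme with DMSO and 100% = no enzyme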
# Target sequence (P9WHR9 whole entry, looked up, the tested form may be a part): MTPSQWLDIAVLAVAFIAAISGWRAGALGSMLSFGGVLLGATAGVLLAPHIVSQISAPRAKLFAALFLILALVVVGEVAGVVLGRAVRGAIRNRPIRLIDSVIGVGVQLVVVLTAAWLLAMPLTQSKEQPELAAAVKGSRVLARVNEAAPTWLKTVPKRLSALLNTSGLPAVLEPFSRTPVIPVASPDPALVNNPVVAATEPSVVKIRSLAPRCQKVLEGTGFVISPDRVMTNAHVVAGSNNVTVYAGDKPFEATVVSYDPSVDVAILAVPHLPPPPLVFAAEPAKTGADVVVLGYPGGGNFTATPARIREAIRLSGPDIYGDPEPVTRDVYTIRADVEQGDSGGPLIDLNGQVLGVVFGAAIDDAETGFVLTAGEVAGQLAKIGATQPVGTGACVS
# Yp Topo-I inh = Yersinia pestis topoisomerase I inhibitors, primary screen, biochemical, cleavage product accumulation, plate reader, single point | DNA topoisomerase I (Yersinia pestis CO92) | Y. pestis Topo-I cleavage product accumulation | activity, % at 10 µM | hit rate 0.064% among 360,000 | AID 504884, 2011; in the data active = activity above about 50%, passing the limit was not always enough; note: inactives centre near 2
# BH1578 lux ind = inducers of Vibrio cholerae quorum light production without autoinducers, primary screen, BH1578 luxS cqsA deficient, single point; hit rate 0.16% among 350,000; activation, % at 18.7 µM; AID 588436, 2011; V. cholerae BH1578 lux reporter, luminescence, 6 h; in the data active = activation mostly above about 9.7%, no sharp cut-off; note: not every result past the cut was called active; inactives centre near 0; reference of the scale not given here
# PrPC TRFRET = inhibitors of human cell surface prion protein PrPC, primary screen, cell-based, TR-FRET | hit rate 0.43% among 370,000 | inhibition, % at 13.8 µM | TR-FRET read-out; in the data active = inhibition above about 24%; note: 0% = median of the test wells and 100% = reference compound wells
# MazF activator = activators of E. coli MazEF toxin-antitoxin RNase, primary screen, biochemical, fluorescence, uHTS | Endoribonuclease toxin MazF (Escherichia coli (strain K12)), P0AE70 | FAM/BHQ RNA-DNA oligo cleavage fluorescence, 5 h | activation, % at 20 µM | hit rate 0.32% among 350,000 | AID 504720, 2011; in the data active = activation above about 50%
# Target sequence (P0AE70 whole entry, looked up): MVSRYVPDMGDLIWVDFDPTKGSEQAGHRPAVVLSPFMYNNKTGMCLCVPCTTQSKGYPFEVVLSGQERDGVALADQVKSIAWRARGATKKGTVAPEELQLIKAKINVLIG
# TcdB GH inh = TcdB glycohydrolase inhibitors, primary screen, biochemical, single point, plate reader; Toxin B (Clostridioides difficile), P18177; TcdB glycohydrolase enzymatic assay; inhibition, % at 9.99 µM; hit rate 0.24% among 350,000; AID 652162, 2013; in the data active = inhibition above about 10%
# DUSP3 inh = VHR1 phosphatase inhibitors, primary screen, biochemical, absorbance, uHTS; hit rate 0.52% among 290,000; recombinant VHR phosphatase, pNPP absorbance; AID 1654, 2009; inhibition, % at 13.3 µM; in the data active = inhibition above about 50%; note: some compounds called inactive have numbers as strong as hits
# Target sequence (P51452 whole entry, looked up): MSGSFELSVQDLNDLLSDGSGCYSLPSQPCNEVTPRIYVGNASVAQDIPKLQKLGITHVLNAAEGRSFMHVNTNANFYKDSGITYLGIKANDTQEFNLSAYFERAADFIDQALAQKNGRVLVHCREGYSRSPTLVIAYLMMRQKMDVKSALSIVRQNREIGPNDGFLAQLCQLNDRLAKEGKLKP
# CCHFV vOTU inh = CCHFV vOTU protease inhibitors, primary screen, biochemical, Pep-AMC substrate, fluorescence; Crimean-Congo hemorrhagic fever virus L polyprotein viral ovarian tumor (vOTU) protease …; inhibition, % at 11.5 µM; hit rate 0.55% among 370,000; in the data active = inhibition above about 30%; note: 0% = vehicle wells with enzyme and 100% = no enzyme wells
# Active calls of the source: *; i = inactive; . = no result given; & = joins results of further samples.
No.	Structure	3CLpro inhibitor	SSB-PriA inh	Rv3671c inh	Yp Topo-I inh	BH1578 lux ind	PrPC TRFRET	MazF activator	TcdB GH inh	DUSP3 inh	CCHFV vOTU inh
1	CCCCn1c(=O)c(C(=O)Nc2cnccn2)c(O)c2ccccc21	-1	2	-4	-1	0.5	3	-7	.	12	8
2	CN(Cc1ccc(Cl)cc1Cl)C(=O)c1cc(=O)c2ccccc2o1	3	-18	-2	3	i	-9	8	0.7	27	1
3	O=S1(=O)NC(=NC2CCCCCC2)c2ccccc21	-1	-3	-6	-8	-0.4	2	3	.	10	10
4	C/C(=N\NC(=O)COc1cc(C)cc(C)c1)c1cccc(NC(=O)C2CCC2)c1	-1	.	-9	13	i	4	0	-0.5	-6	1
5	CN(C(=O)CSc1nnnn1-c1ccc(Cl)cc1)C1CCS(=O)(=O)C1 (stereo unspecified)	.	10	-1	4	0.4	1	-3	-0.8	.	-3
6	CCOC(=O)c1ccc(Oc2nc(OC)cc(OC)n2)cc1	2	-17	-6	0	1.5	3	-4	0.4	33	5
7	CCOC(=O)c1c(NC(=O)COC(=O)c2ccc(NC(=O)CC#N)cc2)sc(C(=O)NC)c1C	.	9	-66	-6	-0.8	-1	-4	-0.8	.	-9
8	CCCCC(=O)Nc1nnc(CCOC)s1	-2	3	-5	-1	i	5	11	0.9	-21	8
9	CCOC(=O)c1c(C)n(C)c2ccc(OC)c(NC(=O)CN3CCCCC3)c12	-9	1	6	9	i	7	4	.	33	2
10	Cn1c(SCC(=O)Nc2nccs2)nnc1-c1ccncc1	-5	-14	0	-9	-0.3	-2	1	.	-20	-2
11	CCn1nc2cc(C(=O)NCCc3cccs3)ccc2c1OC	-1	-11	-1	6	-0.9	-4	0	-2.1	2	-23
12	CN(CC(=O)Nc1ccc(S(=O)(=O)N2CCCC2)cc1)Cc1ccc(Cl)cc1	2	-9	-9	31	-0.4	6	-1	2.1	0	-1
13	CC1Cc2nc(SCC(=O)NCc3ccco3)n(Cc3ccccc3)c(=O)c2S1 (stereo unspecified)	1	-6	6	0	-0.3	1	11	-5.1	3	2
14	O=C(c1ccc(Cl)cc1)n1c(NCc2ccccc2)n[nH]c1=S	5	5	5	7	i	1	-15	-0.3	36	-12
15	O=C1c2cccc3c([N+](=O)[O-])ccc(c23)C(=O)N1c1ccccn1	4	-19	-2	4	i	-34	13	.	-1	9
16	O=C(NCc1ccc2c(c1)OCO2)C1Cc2ccccc2CN1C(=O)c1ccco1 (stereo unspecified)	-2	-4	-2	7	-0.3	-7	3	1.6	2	-14
17	CCN(CC)c1ccc2c(C)c(Cl)c(=O)oc2c1	2	-72	8	0	-0.2	1	-29	0.5	39	-62
18	O=C(CN1CCOCC1)OCCCC1CCCCC1	3	-6	6	-5	i	6	4	.	18	9
19	CCCCNc1c(N)n(CCC)c(=O)[nH]c1=O	2	-14	-1	-8	-0.3	-7	2	1.5	17	-12
20	CCOC(=O)C1C(c2ccc3c(c2)OCO3)NC(=O)NC1(O)C(F)(F)F (stereo unspecified)	0	9	-10	3	i	-6	4	.	16	3
21	COc1ccc(/C=C2/CCc3ccccc3C2=O)cc1CN1CCOCC1	1	11	-2	16	-0.5	0	0	.	39	15
22	CCOC(=O)c1ccc(NC(=O)NCc2ccc(OC)cc2)cc1	6	-19	-27	3	-0.5	7	1	-0.9	4	6
23	O=C(Cc1cccc(F)c1)Nc1ccc2c(c1)CCC2	-6	-8	-2	7	-0.1	4	16	-0.4	2	2
24	Cc1noc(C)c1S(=O)(=O)NC(=O)C1(C)CCN1C(=O)Cc1ccc(Cl)cc1Cl (stereo unspecified)	.	.	.	0	i	5	.	0.0	.	-2
25	CC(=O)Cn1c(=O)oc2ccccc21	3	-8	1	-7	0.8	0	6	1.5	37	-1
26	CC(C)CN(C(=O)COc1ccc(-c2nnco2)cc1)C1CCS(=O)(=O)C1 (stereo unspecified)	0	-4	-1	-4	-1.7	1	3	-1.8	27	-15
27	COCCCn1c(N)c(C(=O)OC(C)COC)c2nc3ccccc3nc21 (stereo unspecified)	-4	-9	-7	-4	i	-10	-4	.	36	-216
28	Cc1cc(C(O)c2ncc(-c3cccc(F)c3)[nH]2)ccc1F (stereo unspecified)	.	.	.	0	-0.9	13	.	1.2	.	-5
29	COc1ccc(CN=C2NC(=O)CC(C(=O)Nc3ccc([N+](=O)[O-])cc3C)S2)cc1 (stereo unspecified)	2	-15	.	-5	-0.2	-1	1	0.4	-6	-6
30	CCCN1C(=O)/C(=C2\SC(=S)N(c3c(C)n(C)n(-c4ccccc4)c3=O)C2=O)c2ccccc21	4	-4	1	.	.	.	11	.	2	.
31	O=C(O)c1ccc(Cl)c(NC(=O)C2CCN(S(=O)(=O)c3ccc4c(c3)OCCO4)CC2)c1	.	.	.	3	i	-9	-2	-0.4	.	5
32	CC(=O)N1N=C(c2ccc(Cl)cc2)OC1(C)C	-4	-9	6	1	-0.7	0	12	0.6	-4	-5
33	C=CCOc1ccc(C2C3=C(CCCC3=O)N(CC(=O)O)C3=C2C(=O)CCC3)cc1OCC	-5	-4	6	7	i	-2	14	1.5	-29	10
34	COc1ccc(C2C(C(C)=O)=C(O)C(=O)N2Cc2cccnc2)cc1 (stereo unspecified)	-6	-8	-4	0	-11	-1	-5	.	0	7
35	Cc1cccc(N2CCN(C(=O)c3ccc(CNc4c(N5CCC(C)CC5)c(=O)c4=O)cc3)CC2C)c1 (stereo unspecified)	2	15	6	1	-0.2	-2	0	0.7	8	-4
36	CCOC(=O)c1nc(N)c(=O)n(-c2ccccc2)n1	2	-3	-1	-2	.	-5	2	.	18	4
37	Cc1ccc(S(=O)(=O)N(C)CCCC(=O)N2CCN(c3ccccn3)CC2)cc1	0	0	10	16	2.9	6	1	.	8	-3
38	Cc1ccccc1C(=O)OC1CCCN(C)C1 (stereo unspecified)	-2	-9	2	-7	i	9	8	2.5	5	-2
39	O=C(N/N=C/c1ccc(OCCCF)cc1)c1ccc(C(F)(F)F)cc1	3	.	-2	4	i	2	7	1.5	21	-11
40	CC1=NN(c2ccccc2)C(=O)/C1=C\N1CC(C)OC(C)C1 (stereo unspecified)	1	-2	3	7	i	7	-13	.	36	-5
41	O=C(CNC(=O)c1ccc(Br)cc1)Nc1ccc(Br)cc1C(=O)c1ccccc1	1	6	-4	20	i	-4	-5	1.1	-26	-1
42	Cn1c(=O)oc2cc(S(=O)(=O)Nc3ccc(Cl)cc3)ccc21	-2	-20	-1	-5	-0.8	0	2	0.8	8	5
43	O=C(NNS(=O)(=O)c1ccccc1)c1cnn(-c2ccc(Cl)cc2)c1C(F)(F)F	2	5	3	-12	-0.4	2	-5	-1.9	18	-8
44	CCOc1ccc(-n2c(C)nc3c(cnn3-c3ccc(Cl)cc3)c2=O)cc1	-3	-12	.	0	.	0	-1	.	-6	5
45	O=C(Cc1ccccc1)NC1CCCCC1	.	.	.	-2	-0.3	3	.	-5.5	.	10
46	Cc1cc(C)c2c(NC(=O)C3CC3)nn(C)c2n1	5	-3	-5	7	i	-2	0	1.9	13	-14
47	CC(=NN(Cc1ccccc1)c1ccccc1)c1ccccc1	.	-16	.	21	i	5	2	0.4	.	5
48	COCCNC(=O)c1c[nH]c2ccc(S(=O)(=O)N3CCC4(CC3)OCCO4)cc2c1=O	-3	-2	.	-8	i	-4	-5	.	5	-1
49	Cc1ccc(NC(=O)CCCC(=O)O)c(-c2nc3ccccc3[nH]c2=O)c1	-6	-10	-2	-12	-2.1	1	-4	0.9	1	10
50	CN(CC(=O)Nc1ccc(N2CCOCC2)cc1)C(=O)CSc1ccc(Br)cc1	3	-14	-5	4	-0.1	6	4	0.1	-7	8
51	COc1cccc(CNc2ccc(Br)cn2)c1O	0	-1	-5	4	i	1	-14	.	33	14
52	Cn1c(=NC(=O)CS(=O)(=O)c2ccc(F)cc2)sc2ccccc21	.	2	3	-6	-0.2	2	-2	-0.9	.	5
53	CCO[C@@H]1OC(C(=O)NCc2ccccc2)=C[C@H](c2ccc(Br)cc2)[C@H]1CCCO	4	-18	2	18	-10	7	3	1.2&0.8	16	9
54	O=C(CSc1nc2ccccc2s1)N1CCOCC1	-2	-12	-2	-6	-0.5	2	0	.	6	5
55	O=C(NCc1ccc2c(c1)OCO2)c1n[nH]c(=O)c2ccccc12	1	-17	1	-13	-0.3	0	2	0.3	34	5
56	CC(C)Sc1nc(NCc2ccco2)c2c3c(sc2n1)COC(C)(C)C3	0	3	-2	-1	.	0	12	.	26	-18
57	Cc1ccc2oc(=O)c(/C=C(\O)C(C)(C)C)nc2c1	0	-3	2	-1	i	4	1	-0.1	8	1
58	CC(C)(C)OC(=O)NCCCCCNC(=O)c1ncn2c1c(=O)[nH]c1ccccc12	.	.	.	4	-0.4	-4	4	1.5	.	-24
59	C[C@H]1CN([C@@H](C)CO)C(=O)CCCn2cc(nn2)CO[C@@H]1CN(C)C(=O)Nc1ccc(N2CCCCC2)cc1	.	.	.	5	-0.7	-8	-2	-8.5&-5.4&-7.8	.	10
60	Cc1onc(-c2c(F)cccc2Cl)c1C(=O)OCC(=O)c1c(N)n(C)c(=O)n(C)c1=O	2	-14	2	-9	-0.1	0	10	.	20	5

# The final 2 compounds of the section before lead into the next:
No.	Structure	3CLpro inhibitor	SSB-PriA inh	Rv3671c inh	Yp Topo-I inh	BH1578 lux ind	PrPC TRFRET	MazF activator	TcdB GH inh	DUSP3 inh	CCHFV vOTU inh
59	C[C@H]1CN([C@@H](C)CO)C(=O)CCCn2cc(nn2)CO[C@@H]1CN(C)C(=O)Nc1ccc(N2CCCCC2)cc1	.	.	.	5	-0.7	-8	-2	-8.5&-5.4&-7.8	.	10
60	Cc1onc(-c2c(F)cccc2Cl)c1C(=O)OCC(=O)c1c(N)n(C)c(=O)n(C)c1=O	2	-14	2	-9	-0.1	0	10	.	20	5
61	Cc1cc2nc(/N=C(\N)NC(=O)C(C)C)nc(C)c2cc1C	-2	.	-9	0	0.6	-3	16	0.9	-5	-2
62	CC(=O)N1CCN(S(=O)(=O)c2c(C)n(C)c(=O)n(C)c2=O)CC1	-6	-12	-3	4	-1.6	6	5	-0.9	28	-3
63	CN(C)Cc1ccccc1OC(=O)N(C)C	4	-4	-3	-6	i	0	15	.	12	2
64	OC[C@@H]1CN(CCc2ccccc2)C[C@H](n2cnc3c(NCc4ccc(F)cc4)ncnc32)O1	.	.	.	17	-0.2	17	.	1.1	.	16
65	O=C(Nc1ccncc1)c1cc2ccccc2cc1O	.	4	6	-11	-2.0	-4	-5	-0.1	.	-4
66	Cc1ccc2nc(-c3ccccc3)oc(=O)c2c1	3	-9	11	-5	0.0	-3	-1	3.4	6	-5
67	Cc1c(C(=O)NCc2ccc(Cl)c(Cl)c2)sc(=O)n1Cc1ccc(S(=O)(=O)N(C)C)cc1	.	.	.	32	-0.5	13	.	-0.1	.	1
68	Cc1ccc(C(=O)NNc2cc(N3CCCC3)nc(N3CCCC3)n2)cc1	-7	11	-23	.	.	.	9	.	40	.
69	CCOc1cc(-c2nc(C)c(C(C)=O)n2O)ccc1OCC(=O)Nc1ccccc1	4	-8	10	-2	-2.1	2	1	-12	29	14
70	O=C(Cn1c(C(F)(F)F)nc2ccccc21)c1ccc(Br)cc1	1	-10	-5	7	i	6	-2	.	6	11
71	C[C@H](CO)N1C[C@H](C)[C@@H](CN(C)C(=O)Nc2ccc3c(c2)OCO3)Oc2ccc(NC(=O)Nc3ccc(C(F)(F)F)cc3)cc2C1=O	.	20	-84	12	i	10	-1	-0.5&-0.8	.	7

# The list is partial; rates above refer to the full screens.
